# Screening data (PubChem)
# CRFBP-R2 block = CRF-BP/CRF-R2 complex antagonism; inhibition, % at 11.8 µM; AID 588475; HEK293 CRF-R2/CRF-BP, CRF-induced calcium fluorescence; 350,000 compounds, 0.59% hits;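 active means inhibition of the ligand-induced calcium signal above about 50% at the single tested concentration, limit read from the data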
# p-CIP stab down = lowers stability of the mouse p/CIP coactivator protein | F442A p/CIP-EGFP cells, EGFP fluorescence, 16 h | decrease of EGFP signal, % at 10 µM | 290,000 compounds, 0.01% hits;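 active means EGFP signal decrease of at least 30% at 10 µM or well 3 SD below plate mean, unless failing retest; inactive means the rest, including hits failing retest or dose response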; further: some compounds called inactive have numbers as strong as hits; many of its hits are not listed in these tables
# IDE cell inh = inhibitors of human insulin-degrading enzyme in cells; HEK cells, FAbetaB cleavage, fluorescence polarization; 320,000 compounds, 0.41% hits; inhibition, % at 5.59 µM; P14735; AID 434962;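 active means percent inhibition above the average of all tested compounds plus 3 SD, set per screening campaign, cut at about 16% in these data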;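 further: IDE supplied by intact live HEK cells; FP after avidin binding of uncleaved biotin substrate so inhibition keeps polarization high; 0% = DMSO wells and 100% = 60 µM reference IDE inhibitor Ii1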
# Target sequence (P14735 whole entry, looked up): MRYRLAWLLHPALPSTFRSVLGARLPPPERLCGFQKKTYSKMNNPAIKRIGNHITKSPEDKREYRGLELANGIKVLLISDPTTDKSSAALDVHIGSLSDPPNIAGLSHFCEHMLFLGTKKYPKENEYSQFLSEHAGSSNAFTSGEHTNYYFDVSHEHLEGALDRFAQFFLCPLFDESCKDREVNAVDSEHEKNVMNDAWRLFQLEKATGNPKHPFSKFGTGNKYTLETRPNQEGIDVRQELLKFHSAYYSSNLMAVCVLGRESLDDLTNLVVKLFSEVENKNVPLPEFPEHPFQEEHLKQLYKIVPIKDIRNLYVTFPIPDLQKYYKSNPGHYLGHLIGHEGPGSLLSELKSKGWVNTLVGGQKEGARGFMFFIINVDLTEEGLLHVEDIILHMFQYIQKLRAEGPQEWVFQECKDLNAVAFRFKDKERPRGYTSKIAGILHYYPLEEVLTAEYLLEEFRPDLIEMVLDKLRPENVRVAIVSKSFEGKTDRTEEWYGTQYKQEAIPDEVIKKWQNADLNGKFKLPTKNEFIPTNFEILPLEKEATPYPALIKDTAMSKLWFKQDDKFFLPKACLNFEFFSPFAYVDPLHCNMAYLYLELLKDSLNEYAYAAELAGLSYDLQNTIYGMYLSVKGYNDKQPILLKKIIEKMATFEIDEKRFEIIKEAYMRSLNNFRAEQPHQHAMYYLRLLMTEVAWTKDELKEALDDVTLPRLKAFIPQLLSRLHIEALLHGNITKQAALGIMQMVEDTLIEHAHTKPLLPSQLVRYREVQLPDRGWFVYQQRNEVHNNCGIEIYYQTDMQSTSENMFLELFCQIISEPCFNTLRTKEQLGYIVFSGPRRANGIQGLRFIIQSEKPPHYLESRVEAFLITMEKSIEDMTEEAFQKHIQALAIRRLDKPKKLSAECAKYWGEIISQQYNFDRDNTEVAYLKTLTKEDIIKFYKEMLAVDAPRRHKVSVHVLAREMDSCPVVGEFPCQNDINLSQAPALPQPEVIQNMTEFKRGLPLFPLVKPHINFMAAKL
# IMP-1 inhibitor = inhibitors of Pseudomonas aeruginosa IMP-1 metallo-beta-lactamase; purified IMP-1, nitrocefin hydrolysis, epi-absorbance fluorescence; inhibition, % at 5.6 µM; 290,000 compounds, 0.45% hits; AID 1556;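 active means inhibition above the mean plus 3 SD of all compounds in the same screening run, cut at about 4.5% in these data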;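 further: 0% = IMP-1 with DMSO and 100% = DMSO wells lacking enzyme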
#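 assay system = purified recombinant IMP-1 metallo-beta-lactamase enzyme | schedule = 15 min preincubation plus 25 min reaction at 25 °C | signal = Epi-absorbance fluorescence, 480 nm excitation, 530 nm emission | read-out basis = percent inhibition from optical density relative to buffer-blank wells | controls = IMP-1 with DMSO as 0%, enzyme-free DMSO as 100%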
# GalR3 antag = human GalR3 antagonism; HEK293 GalR3-CNG cAMP membrane potential fluorescence; galR3 body fused to GalR1 C-terminus; inhibition, % at 3 µM; 360,000 compounds, 0.44% hits; AID 651719;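 active means inhibition above the screen-wide average plus 3 SD, cut at about 13% in these data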;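 further: forskolin and galanin both at EC90 stimulate the cells; cAMP rise reported by CNG channel membrane potential dye signal; 0% = forskolin plus galanin with DMSO and 100% = forskolin alone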
# IDE cell activ = boosts human insulin-degrading enzyme activity in HEK cells; P14735; FAbeta-B cleavage, fluorescence polarization; 0% vehicle, 100% cell-free pure enzyme wells; activation, % at 5.96 µM; 340,000 compounds, 0.073% hits; AID 493087;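 active means activation above the mean of all tested compounds plus 3 SD, set per screening campaign, cut at about 17% in these data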
# NS3 helicase inh = inhibitors of Hepatitis C virus NS3 helicase; NS3 helicase DNA unwinding, Cy5 molecular beacon fluorescence; inhibition, % at 10.9 µM; 290,000 compounds, 0.56% hits;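 active means inhibition above the mean of all tested compounds plus 3 SD, set per campaign, cut at about 35% in these data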;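 further: 0% = DMSO wells and 100% = thioflavine S control wells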
#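 Assay system – hepatitis C virus NS3 helicase domain fragment enzyme · Buffer or medium – MOPS pH 6.5, MgCl2, DTT, Tween20, BSA · Reagent – Cy5/quencher beacon DNA duplex and ATP to start · Compound – single 10.9 µM dose · Timing – 1 h at 25 °C · Technique – Cy5 beacon fluorescence read at start and 1 h · Measure – % inhibition of unwinding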
# UBC9 SUMO inh = inhibitors of human SUMOylation (UBC9). inhibition, % at 35 µM. P63279. AID 2006. HTRF SUMOylation assay, SAE1/SAE2 + UBC9, in vitro. 290,000 compounds, 0.36% hits; in the data active means inhibition above about 50%, passing the limit was not always enough; further: strong numbers were not always called active
# VIM-2 inhibitor = blocks Pseudomonas aeruginosa VIM-2 metallo-beta-lactamase. purified VIM-2, nitrocefin hydrolysis, epi-absorbance fluorescence. inhibition, % at 5.6 µM. 290,000 compounds, 0.89% hits;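 active means inhibition above the mean of all tested compounds plus 3 SD, cutoff set per screening run, cut at about 7.5% in these data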;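 further: red hydrolysis product quenches plate fluorescence so inhibitors raise well fluorescence; 0% = enzyme with DMSO and 100% = DMSO without enzyme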
# Active calls of the source: *; / = not tested or not shown.
Molecule	CRFBP-R2 block	p-CIP stab down	IDE cell inh	IMP-1 inhibitor	GalR3 antag	IDE cell activ	NS3 helicase inh	UBC9 SUMO inh	VIM-2 inhibitor
Cc1ccc(NCc2nnc(SCC(=O)Nc3ncc(C)s3)n2CC2CCCO2)c(C)c1 (stereo unspecified)	-4	2	-2	-3.2	-1	0	-4	2	-1.9
CN(C)CCCNc1cc(-c2ccccc2)nc2cc(-c3cccc(F)c3)nn12	-21	-7	6	-4.0	-12	5	-31	18	-0.7
CCCCN(C(=O)c1cc2c(s1)CCCCC2)c1c(N)n(CCC)c(=O)[nH]c1=O	-2	/	2	/	-3	5	/	/	/
Cc1c(C(=O)Nc2cccc(F)c2)cnn1-c1ccccc1	0	6	-1	3.1	-4	1	16	1	2.1
COCCN(Cc1ccccc1)C(=O)Cc1ccc(S(=O)(=O)N2CCOCC2)s1	-5	/	0	/	-4	3	/	/	/
CC(C)c1ccc(NC(=O)Cc2ccc(NC3=NC4CS(=O)(=O)CC4S3)cc2)cc1 (stereo unspecified)	16	-11	9	-4.8	/	-16	0	4	-4.5
CCCCNC(=O)c1cccc(NC(=O)C(=O)c2ccccc2NC(C)=O)c1	-7	5	1	-2.2	-1	2	-4	-9	-6.1
COc1cc(S(=O)(=O)NC2CCCCC2)ccc1F	4	-9	1	0.3	-5	-1	-12	16	-0.6
CN=C(Nc1cccc(S(=O)(=O)N2CCOCC2)c1)c1ccccc1	7	/	0	/	-7	2	/	/	/
Cc1cc(OCC(=O)c2ccc(Br)cc2)ccc1N1C(=O)CCC1=O	5	3	2	-3.1	-5	0	-8	2	-4.6
O=C(CNC(=O)c1ccc(-c2ccccc2)cc1)OCc1ccc(Cl)cc1	11	10	6	-2.6	-10	-3	1	4	-0.9
Cc1cc(Br)cnc1NC(=S)Nc1ccc(F)cc1F	19	-14	-2	-3.4	-1	-2	2	11	-3.4
CCSc1ccccc1C(=O)NC1CCCCC1	37	2	-1	-1.5	-6	1	1	0	-1.6
CCc1ccc2[nH]c(=O)c(CN(Cc3ccc4c(c3)OCO4)C(=O)c3ccco3)cc2c1	-2	-9	-2	-2.5	-3	/	1	-11	-6.2
Clc1cccc(OCCCCCN2CCOCC2)c1	0	-3	-1	-0.5	-3	-3	-11	0	-0.9
CCOC(=O)c1ccc(S(=O)(=O)N2CCN(S(=O)(=O)CC)CC2)cc1	12	-3	4	2.4	-2	0	-8	10	-1.0
NC(=O)CC(NC(=O)Cc1ccc(Cl)cc1)c1ccc(NC2CCN(Cc3ccccc3)CC2)c([N+](=O)[O-])c1 (stereo unspecified)	-3	-10	-1	-1.0	-6	0	-27	9	-0.6
CC(O)CNCCCOc1ccccc1OCc1ccccc1 (stereo unspecified)	-23	-11	-2	-1.1	-9	5	-2	6	-2.6
CCC1Nc2ncnc(N3CCOCC3)c2N(Cc2ccc(C)cc2)C1=O (stereo unspecified)	-4	/	-1	/	-3	2	/	/	/
CSc1ccccc1C(=O)OCC(=O)Nc1ccc(N2CCOCC2)cc1	-3	/	2	/	-8	-4	/	/	/
Cc1c(-c2ncn[nH]2)sc(C#N)c1-c1ccccc1	59*	-4	3	-4.0	-4	0	0	4	0.6
CCC1Oc2ccc(C)cc2N(CC(=O)NCc2cc(OC)ccc2OC)C1=O (stereo unspecified)	10	-12	-4	-2.6	-10	-2	-5	7	-1.7
CCOC(=O)C1=C(CSc2nccn2C)NC(=O)NC1c1ccc2c(c1)OCO2 (stereo unspecified)	7	-7	2	-0.9	3	3	2	8	-5.4
COc1ccccc1C(=O)COC(=O)CN1C(=O)NC2(CCCC2)C1=O	-3	/	1	/	-2	5	/	/	/
COc1cc(C(=O)N2CCC(C(N)=O)CC2)ccc1OCc1c(C)noc1C	18	/	7	/	-4	4	/	/	/
CCCCOc1ccc(C(O)C(CN2CCCCC2)c2ccccc2)cc1 (stereo unspecified)	-16	8	4	-3.6	-7	2	-9	-25	-3.6
Cc1c(NCc2cccnc2)cccc1C(=O)O	1	-6	-2	-3.5	-7	7	-4	12	-2.9
Cc1cccc(C)c1Nc1nnc(SCc2nc3ccccc3s2)s1	-23	-3	-1	-2.1	-9	2	8	9	-3.3
CCOc1ccc(C(=O)Nc2nnc(SCC(=O)NCC3CCCO3)s2)cc1 (stereo unspecified)	-5	-13	5	-2.1	-5	7	1	6	-2.3
COCCCNC(=O)CCS(=O)(=O)Cc1ccc(C)cc1	11	-6	4	-2.3	-4	-2	5	11	-0.5
O=C(NCc1ccco1)c1ccc(COc2cc(Cl)ccc2Cl)cc1	25	-10	4	-1.2	-4	2	0	-9	-0.3
O=C(O)C[C@@H](CNC(=O)COc1ccc2ccc(=O)oc2c1)c1ccc(Cl)cc1	-10	-23	0	-1.4	1	-2	-4	14	-0.5
O=C(c1ccccc1F)N1CCN(c2cccc(C(F)(F)F)c2)CC1	-38	-4	1	-0.7	-6	4	-7	-33	-1.4
C#CCN1C(=O)C(O)(CC(=O)c2cccc(OC)c2)c2ccccc21 (stereo unspecified)	11	-1	7	-1.5	-5	2	-4	13	-2.5
COc1ccc(OCCOC(=O)CCS(=O)(=O)c2ccc(C)cc2)cc1	-7	/	0	/	-5	4	/	/	/
COc1ccccc1NC(=S)N1CCN(c2cccc(C)c2C)CC1	12	-17	-3	-1.3	-14	1	-20	-5	-1.9
CCc1ccccc1NC(=O)c1ccccc1N1C(=O)C2C3C=CC(C3)C2C1=O (stereo unspecified)	4	-3	-3	-1.8	-2	5	1	-3	-0.1
CC(=O)c1cccc(NC(=S)NCCCCc2ccccc2)c1	-13	-2	-3	-1.9	-2	7	-16	3	-1.5
Cc1ccccc1N(CC(=O)NC1CCCC1)C(=O)C1(C)CC(=O)N=C2C=CC(Cl)=CN21 (stereo unspecified)	8	-17	5	-3.6	-7	-3	16	14	-2.5
COc1ccccc1N1C(=O)CC(Sc2n[nH]c(-c3cccc(C)c3)n2)C1=O (stereo unspecified)	25	-6	-9	-4.3	2	-25	4	3	-4.5
Cc1ccc(C)c(OCC(O)CN2CCC(Cc3ccccc3)CC2)c1 (stereo unspecified)	-19	0	4	-1.4	-7	2	-68	-9	-1.2
CSc1nc(C)c2c(n1)N(c1ccc(C(C)C)cc1)CC2	-12	-14	-6	0.4	-3	-3	-5	-14	0.1
C[C@H](NC(=O)c1ccccc1)C(=O)OCC(=O)Nc1sccc1C(N)=O	12	/	8	/	-2	5	/	/	/
BrC(/C=C\c1ccccc1)=N/Nc1nc(N2CCOCC2)nc(N2CCOCC2)n1	16	-18	4	-3.1	-1	3	-16	11	-0.1
C/C(=N\Nc1ccc(S(=O)(=O)Nc2ccccc2)cc1[N+](=O)[O-])c1ccncc1	/	-4	-6	-2.1	-2	/	-1	-10	-2.9
CCC(C)N(C(=O)COC(=O)Cc1n[nH]c(=O)c2ccccc12)C1CCS(=O)(=O)C1 (stereo unspecified)	-3	-4	2	-2.7	-4	8	-6	32	-2.8
O=C(O)c1cccc(NC(=O)c2ccccc2NC(=O)c2ccco2)c1	-7	5	1	-6.5	-3	-2	-3	22	-3.0
O=C(N/C(=C/c1ccccc1)C(=O)N1CCCCCC1)c1ccccc1	14	3	9	-3.4	1	0	17	12	-1.9
CCN(CC)S(=O)(=O)c1ccc(-c2cc(C(=O)OC)sc2C(F)(F)F)cc1	3	-8	0	-1.9	-1	/	-5	-12	-4.3
Cc1cc(C)c(S(=O)(=O)Nc2cc(C)on2)c(C)c1	15	-2	1	-2.7	-1	3	-3	16	-3.3
CCOC(=O)C1CCN(C(C)=C2C(=O)c3ccccc3C2=O)CC1	-3	7	5	-2.3	-2	8	1	7	-3.1
CNC(=O)COC(=O)c1ccc2c(c1)NC(=O)C1CCCN21 (stereo unspecified)	/	-23	5	-2.4	/	/	-14	33	-1.2
O=C(NC1CCOCC1)C1CCC(=O)N(Cc2cccc(C(F)(F)F)c2)C1 (stereo unspecified)	14	1	-3	-1.2	4	4	-2	6	-0.7
C=CCOc1ccc(CNc2ccc3[nH]c(=O)[nH]c3c2)cc1OC	6	-7	/	-2.4	9	-7	-8	46	1.1
COc1ccc(-c2cccc(C(=O)Nc3ccc(OC)c(OC)c3)c2)cc1	-7	5	-1	-1.6	-3	3	-1	3	-1.3
COc1ccc(CCNC2=CC(=O)CC(C)(C)C2)cc1	-3	-2	14	-2.4	-5	-19	-10	2	-1.6

# Continued:
Molecule	CRFBP-R2 block	p-CIP stab down	IDE cell inh	IMP-1 inhibitor	GalR3 antag	IDE cell activ	NS3 helicase inh	UBC9 SUMO inh	VIM-2 inhibitor
COc1ccc(C2=NCCn3nc4cc(OC)ccc4c32)cc1	1	/	-3	/	-3	3	/	/	/
CCc1nnc(NC(=O)C2CCCN2C(=O)Nc2ccc(C)cc2)s1 (stereo unspecified)	-5	-7	-5	-2.0	-11	3	-6	7	-1.6
CC(C)Oc1ccccc1NC(=O)CSc1nccn1C	0	-4	-2	-0.2	-7	-1	-3	12	1.2
CC1CN(C(=O)c2ccccc2OCc2ccc(Cl)cc2Cl)CC(C)O1 (stereo unspecified)	5	/	-5	/	-7	-4	/	/	/
Cc1c(Cl)cccc1NC(=O)CNC(=O)CCS(=O)(=O)c1ccc(F)cc1	-6	/	-4	/	0	3	/	/	/
CCn1c(CNc2nc3ccccc3n2C(C)C)nc2ccccc21	25	-7	1	-6.0	-1	2	1	-14	-4.8
Cc1cc(C)nc(NC(=S)NC(=O)c2ccccc2)n1	6	12	1	-2.7	-12	3	3	10	8.4*
Cc1cc(C)c2c(CC(=O)O)c(C)[nH]c2c1	-13	-15	0	-1.8	-2	3	16	24	0.2
CCC1=NN2C(=N)/C(=C\c3ccc(OCCOc4ccccc4)c(OC)c3)C(=O)N=C2S1	/	-9	0	-2.3	-7	/	18	8	-4.0
COc1ccccc1OCC(=O)Nc1cccc(-c2nnc(-c3ccco3)o2)c1	-4	-6	5	-2.0	-2	1	12	16	-2.5
CCC(C(=O)NCCC(C)C)n1ccc2cc(S(=O)(=O)N3CCCCC3)ccc21 (stereo unspecified)	-15	-16	6	-3.1	/	4	-7	6	-1.8
COc1ccc(C)cc1NC(=O)C(CCS(C)(=O)=O)NC(C)=O (stereo unspecified)	23	-7	-1	-0.1	/	-5	5	-5	-0.6
Cc1ccsc1/C=N\NC(=O)CCc1c(C)n[nH]c1C	52*	37	2	-5.2	2	-1	6	-3	-3.3
O=C(NC1CCC(O)CC1)c1ccc(-c2ccc([N+](=O)[O-])cc2)o1 (stereo unspecified)	-3	8	13	-0.2	6	4	21	19	-0.3
